IL1B NFkB pot: enhancers of NFkB p65 translocation in HUVEC – imaging, IL-1B stimulus, high-content imaging, primary screen. AID 819, 2007. hit rate 0.3% among 94,000. HUVEC IL-1B NFkB p65 nuclear translocation imaging. activation, % at 2 µM;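 active = activation above 40%, about the mean plus 3 SD, also judged a hit on visual image review; inconclusive = activation above 40% but not a hit on visual review; inactive = activation not above 40% and no visual hit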;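 also: percent activation is computed from the nuclear over cytoplasmic p65 intensity ratio; values of inactives mirror those of a sister screen read the other way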
MRP resist rev: reversal of MRP1-mediated doxorubicin resistance, primary screen, H69AR cells, doxorubicin co-treatment; H69AR cells + 2 uM doxorubicin, CellTiter-Glo, 72 h; differential viability (reversal), % at 10 µM; hit rate 0.04% among 85,000;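 active = viability drop by adding the cancer drug above about 55%, with treated viability meeting a 40% cutoff, limit read from the data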;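 also: viability without doxorubicin minus viability with 2 µM doxorubicin for each compound; larger differential means the compound sensitizes cells more to doxorubicin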
NFkB transloc inh: inhibitors of IL-1B driven NFkB p65 nuclear import, primary screen, imaging, HUVEC, IL-1B stimulus, high-content imaging; hit rate 0.43% among 94,000; AID 796, 2007; HUVEC IL-1B NFkB p65 nuclear translocation imaging; inhibition, % at 2 µM;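 active = inhibition above about 30% together with a positive call from visual inspection of the well image, limit read from the data; inconclusive = inhibition above a set limit but visual check negative; inactive = inhibition not above a set limit, visual check negative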;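 also: nuclear over cytoplasmic p65 intensity ratio measured by imaging; 0% = IL-1B stimulated DMSO wells and 100% = unstimulated DMSO wells; values of inactives mirror those of a sister screen read the other way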
PLAP inhibition: PLAP enzyme inhibitors, biochemical, luminescence, HTS (AID 690); inhibition, % at 20 µM, or IC50 in µM where a hit was titrated; purified PLAP, luminescent substrate; higher % means a stronger effect; hit rate 0.08% among 96,000; in the data active = a potency from the dose series; inactive = the rest, 99 in 100 with inhibition below about 30%; also: strong numbers were not always called active
Bcl-B TR3 displacers: displacers of TR3 peptide from Bcl-B, primary screen, selectivity assay for Bfl-1 inhibitor project, biochemical, fluorescence polarization. Bcl-2-like protein 10 (Homo sapiens). FP displacement of FITC-TR3 peptide from Bcl-B; higher % means a stronger effect. displacement, % at 20 µM, or IC50 in µM where a hit was titrated. hit rate 0.11% among 96,000;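 active = displacement above 50% at 20 µM plus a fluorescence interference ratio under 1.5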;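 also: plate controls were wells without compound for no effect and wells lacking Bcl-B protein for full effect; a part of the inactive calls stands beside numbers as strong as those of hits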
MRP resist rev cytotoxicity: recorded beside MRP resist rev, whose call it bears; viability, %; H69AR cells, CellTiter-Glo, 72 h; measured here: cytotoxicity without doxorubicin
MRP resist rev with doxorubicin: further read-out of MRP resist rev, marked with its call; viability, %; measured here: viability with 2 uM doxorubicin; hits give low values
NFkB transloc inh cell count 2 µM: also measured in NFkB transloc inh; calls as there; cell count; measured here: cells passing quality filter;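 raw number of nuclei counted in each imaged well without normalization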
IL1B NFkB pot cell count 2 µM: second read-out of IL1B NFkB pot, no call of its own (marks repeat the call); cell count; measured here: cells passing quality filter
* marks the source's active call; other numbers are inactive results; ? = inconclusive; nt = not tested or not shown.

Fields: IL1B NFkB pot, Bcl-B TR3 displacers, PLAP inhibition, MRP resist rev cytotoxicity, MRP resist rev, NFkB transloc inh, MRP resist rev with doxorubicin, NFkB transloc inh cell count 2 µM, IL1B NFkB pot cell count 2 µM
1) COc1cccc(CNC(=O)C2CCCN(S(=O)(=O)c3c(C)n[nH]c3C)C2)c1 (stereo not given)
    8, -10%, -24%, 84, 3, -8, 82, 216, 216
2) CCOc1ccccc1-n1c(SCC(N)=O)nnc1-c1ccccc1
    0, 5%, -33%, 88, 12, 0, 76, 176, 176
3) Cc1ccc(C)c(N2CCN(C(=O)C3CCCN(S(=O)(=O)c4cnc[nH]4)C3)CC2)c1 (stereo not given)
    -6, -2%, -77%, 94, 6, 6, 88, 132, 132
4) CCOC(=O)N1CCC(NC(=O)CCC(=O)N2CCOc3ccccc32)CC1
    -8, 0%, -18%, 94, 5, 8, 89, 80, 80
5) CC(=O)/C(C(=N)N1CCN(c2cccc(Cl)c2)CC1)=C(\C)O
    -9, -11%, -13%, 86, -6, 9, 92, 94, 94
6) CCc1nnc(NC=C2C(=O)OC(C)(C)OC2=O)s1
    19, -4%, 2%, 98, -8, -19, 107, 131, 131
7) Cc1ccccc1N/C=C/C(=C(C#N)C#N)N(C)C
    -10, 4%, -8%, nt, nt, 10, nt, 126, 126
8) CCOC(=O)NC(NCCc1ccccc1)(C(F)(F)F)C(F)(F)F
    7, -8%, -8%, 12, -79, -7, 91, 171, 171
9) O=S(=O)(CCc1nc2ccccc2o1)c1ccc2ccccc2c1
    -9, 5%, 7%, 92, 3, 9, 88, 105, 105
10) O=C(CCNS(=O)(=O)c1cccc2nonc12)NCc1cccs1
    nt, -6%, -10%, 89, -4, nt, 93, nt, nt
11) C=CCn1c(Br)nc2c1c(=O)[nH]c(=O)n2C
    -5, -1%, 10%, 90, -3, 5, 93, 174, 174
12) Cc1cc(C)n(-c2ccc3cccc(NS(C)(=O)=O)c3n2)n1
    -4, -4%, -34%, 21, -20, 4, 41, 51, 51
13) CCn1c(SCC(=O)NCC2CCCO2)nc2cc(S(=O)(=O)N3CCCCC3)ccc21 (stereo not given)
    8, -12%, -51%, 97, 11, -8, 86, 95, 95
14) C(#Cc1ccc(C#CCN2CCCC2)cc1)CN1CCCC1
    21, 16%, -52%, nt, nt, -21, nt, 128, 128
15) COCCn1nnnc1C(c1ccc2ncccc2c1)N1CCc2ccccc21 (stereo not given)
    -7, -4%, -50%, 97, -13, 7, 110, 129, 129
16) Cc1cccc(NC(=S)NC(=O)c2cc(-c3ccccc3)nc3ccccc23)c1
    10, -1%, 14%, nt, nt, -10, nt, 175, 175
17) O=C1N2CN(C(c3ccccc3)c3ccccc3)CN=C2SC1(CO)CO
    2, -4%, 10%, 89, 49, -2, 40, 133, 133
18) CCOC(=O)CCc1c(C)c(C#N)c2nc3ccccc3n2c1-n1ccnc1
    5, -9%, -4%, 78, 22, -4, 56, 132, 132
19) CCCC(=O)Nc1ccccc1NC(=O)C1CCCCC1
    -3, -17%, 6%, 85, 0, 3, 85, 68, 68
20) Cc1ccc(S(=O)(=O)/N=C2/NC(=O)/C(=C\c3ccco3)S2)cc1
    3, 1%, -32%, nt, nt, -3, nt, 150, 150
21) O=C(CSCc1cccc(F)c1)N1CCN(c2ccccc2)CC1
    nt, 0%, 2%, 89, 4, nt, 85, nt, nt
22) CCCCNC(=O)c1onc(CSc2ccc(Cl)cc2)c1C(=O)O
    0, 0%, -24%, nt, nt, 0, nt, 108, 108
23) O=C(Nc1ccc(F)cc1)NC1CCN(Cc2nnnn2Cc2ccco2)CC1
    -7, nt, nt, 103, 7, 7, 95, 162, 162
24) CCOC(=O)CN(C(=O)CNC(=O)c1cccs1)C(C(=O)NC1CCCCC1)c1cccs1 (stereo not given)
    33, nt, nt, 93, 8, -33, 85, 104, 104
25) O=C(Nc1ccc(F)cc1)c1ccccc1CC[N+](=O)[O-]
    0, -1%, 8%, nt, nt, 0, nt, 107, 107
26) COc1ccccc1NS(=O)(=O)c1cccs1
    6, -10%, -2%, 100, 3, -6, 98, 96, 96
27) Cc1nn(C2CCCCC2)c(N)c1-c1ccccc1
    -9, 6%, 0%, 114, 28, 9, 86, 180, 180
28) COc1cc2nc(C3CC3)n(NC(=O)c3ccc(Cl)cc3)c(=O)c2cc1OC
    nt, -5%, -19%, 24, -41, nt, 66, nt, nt
29) CC(C)CC(=O)n1sc(NC(=O)c2ccccc2)nc1=O
    -9, 1%, 0%, nt, nt, 9, nt, 127, 127
30) N#CCCn1ncc2ccccc21
    -3, 1%, -10%, 93, 0, 4, 93, 134, 134

The list goes on; the last 3 above are carried over.
Fields: IL1B NFkB pot, Bcl-B TR3 displacers, PLAP inhibition, MRP resist rev cytotoxicity, MRP resist rev, NFkB transloc inh, MRP resist rev with doxorubicin, NFkB transloc inh cell count 2 µM, IL1B NFkB pot cell count 2 µM
28) COc1cc2nc(C3CC3)n(NC(=O)c3ccc(Cl)cc3)c(=O)c2cc1OC
    nt, -5%, -19%, 24, -41, nt, 66, nt, nt
29) CC(C)CC(=O)n1sc(NC(=O)c2ccccc2)nc1=O
    -9, 1%, 0%, nt, nt, 9, nt, 127, 127
30) N#CCCn1ncc2ccccc21
    -3, 1%, -10%, 93, 0, 4, 93, 134, 134
31) Cc1c(C(=O)NC2CC2)oc2ccc(S(=O)(=O)N3CCCCCC3)cc12
    nt, 2%, -52%, 59, -24, nt, 83, nt, nt
32) Cc1ccc(C)c(N2CCN(C(=O)CN(C)S(=O)(=O)c3ccc4c(c3)CCC(=O)N4)CC2)c1
    3, -14%, -63%, 78, -1, -2, 80, 178, 178
33) CC(C)(C)C(=O)Nc1sc2c(c1C#N)CCCCC2
    14, nt, nt, 96, 1, -14, 96, 138, 138
34) O=C(Nc1c(F)cc(F)cc1Br)c1cccnc1
    2, -3%, -4%, 93, 8, -2, 86, 117, 117
35) CN1CCN(C(=O)NC2CCCN2S(=O)(=O)c2ccc(Cl)cc2)CC1 (stereo not given)
    -5, 2%, -32%, 94, 3, 5, 91, 153, 153
36) COc1ccc(N2C(C(C)=O)=NN(c3ccccc3)C2c2cccs2)cc1 (stereo not given)
    -8, -123%, 8%, 76, -8, 8, 85, 133, 133
37) O=C(CCl)Nc1cccn2ncnc12
    21, 15%, -18%, 94, 7, -21, 87, 155, 155
38) Cn1c(C(=O)NC2CCCCCC2)cc2c(=O)n(C)c3ccccc3c21
    24, -23%, -63%, 12, -1, -24, 13, 201, 201
39) CO/N=C(\c1nonc1N)N1CCN(c2ccc(Cl)cc2[N+](=O)[O-])CC1
    10, -4%, 15%, nt, nt, -10, nt, 172, 172
40) Cc1ccccc1Cn1nnc(-c2cccc(C(=O)O)c2)n1
    18, -3%, -9%, 93, 6, -18, 87, 181, 181
41) Cc1cnn(Cc2ccccc2)c1N
    28, -7%, 18%, 90, 2, -28, 88, 157, 157
42) CCCSCCCNC(=O)Cn1cc2c(n1)CCCCC2
    nt, 2%, -2%, 96, 3, nt, 94, nt, nt
43) COc1ccc(C(=O)Nc2cccc3cccnc23)cc1OC
    nt, 1%, -6%, 64, 13, nt, 51, nt, nt
44) Cc1ccc(-c2nc3cccnc3o2)cc1NC(=O)COc1ccc(Cl)cc1C
    -12, -14%, -14%, 7, 3, 12, 4, 143, 143
45) COc1ccc(CCNC(=O)CN(C)S(=O)(=O)c2cccs2)cc1OC
    ?, -10%, 13%, 92, -4, -41, 96, 161, nt
46) O=C(c1cc(-c2ccc(F)cc2)on1)N1CCCC1
    21, -4%, 0%, nt, nt, -21, nt, 149, 149
47) CCCCc1nc2n[nH]c(N)c2c2c1CCC2
    4, -15%, -2%, 97, 5, -4, 92, 95, 95
48) CCCC(=O)NC(c1ccco1)c1cc(Cl)c2cccnc2c1O (stereo not given)
    2, -19%, -17%, 1, -1, -2, 2, 143, 143
49) CCN1C(=O)C2(C(C(=O)c3ccc(C)o3)=C(O)C(=O)N2CCCN2CCOCC2)c2ccccc21 (stereo not given)
    nt, -3%, -27%, 109, 6, nt, 103, nt, nt
50) O=C(NCC(c1cccnc1)N1CCOCC1)C1CCCCC1 (stereo not given)
    5, nt, nt, 101, 7, -5, 94, 111, 111
51) COc1ccccc1NS(=O)(=O)c1cccc(NC(=O)c2nc3nc(C)cc(C)n3n2)c1
    12, 0%, -16%, nt, nt, -12, nt, 140, 140
52) CC(C)CCN1C(=O)c2ccc(-c3nc4ccccc4c(=O)o3)cc2C1=O
    -1, 5%, 2%, 80, 6, 1, 74, 158, 158
53) COc1cc(OC)nc(NC(=O)NS(=O)(=O)c2ccc(OC(F)(F)F)cc2)n1
    -3, -3%, -7%, nt, nt, 4, nt, 108, 108
54) COc1ccc(C(C(=O)NCc2ccccc2)N(Cc2cccs2)C(=O)c2cnccn2)cc1 (stereo not given)
    5, -3%, -4%, nt, nt, -5, nt, 99, 99
55) Cc1cc(C)nc(Nc2nc(=O)c3ccccc3s2)n1
    -3, -3%, -18%, 83, 1, 3, 82, 147, 147
56) COC(=O)C1=C(N)Oc2cc(C)n(C)c(=O)c2C1c1ccc(Cl)c(Cl)c1 (stereo not given)
    2, -1%, -7%, 94, 12, -2, 82, 187, 187
57) O=C(NCc1ccco1)c1ccc(S(=O)(=O)N2CCCc3ccccc32)cc1
    -7, -10%, 20%, 31, -44, 7, 75, 72, 72
58) COCCNC(=O)COc1ccc(Nc2ccccc2)cc1
    0, 2%, 4%, 118, 24, 0, 95, 136, 136
59) CC1Cc2ccccc2N1C(=O)CCNS(=O)(=O)c1ccc2c(c1)CCC(=O)N2 (stereo not given)
    -4, 0%, -11%, 97, 13, 4, 84, 155, 155
60) COc1ccc(Oc2c(-c3ccc(O)cc3O)n[nH]c2C)cc1
    8, 2%, -77%, 96, 7, -8, 89, 143, 143

The last 3 records of the part before lead into the next.
Fields: IL1B NFkB pot, Bcl-B TR3 displacers, PLAP inhibition, MRP resist rev cytotoxicity, MRP resist rev, NFkB transloc inh, MRP resist rev with doxorubicin, NFkB transloc inh cell count 2 µM, IL1B NFkB pot cell count 2 µM
58) COCCNC(=O)COc1ccc(Nc2ccccc2)cc1
    0, 2%, 4%, 118, 24, 0, 95, 136, 136
59) CC1Cc2ccccc2N1C(=O)CCNS(=O)(=O)c1ccc2c(c1)CCC(=O)N2 (stereo not given)
    -4, 0%, -11%, 97, 13, 4, 84, 155, 155
60) COc1ccc(Oc2c(-c3ccc(O)cc3O)n[nH]c2C)cc1
    8, 2%, -77%, 96, 7, -8, 89, 143, 143
61) O=C(NCC1COc2ccccc2O1)c1ccc(Cl)cc1 (stereo not given)
    -2, -18%, 20%, 74, 1, 2, 73, 113, 113
62) CCn1cc(C(=O)N[C@H](C)c2ccccc2)c(=O)c2cc(F)c(N3CCN(C)CC3)cc21
    4, -2%, -57%, 10, -25, -4, 35, 138, 138
63) CSc1nncc(/C(C)=N\Nc2ccccc2C)n1
    -5, -18%, 28%, nt, nt, 6, nt, 144, 144
64) CCOC(=O)c1cccc(NS(=O)(=O)c2ccc(NC(C)=O)cc2)c1
    1, -6%, -24%, 73, -29, -2, 102, 109, 109
65) CCOC(=O)c1nc(N)c(=O)n(-c2ccc(C)cc2)n1
    -7, nt, nt, 97, -3, 7, 101, 77, 77

Some of these compounds in order of their number in IL1B NFkB pot cell count 2 µM, smallest number first:
nr	molecule	IL1B NFkB pot	Bcl-B TR3 displacers	PLAP inhibition	IL1B NFkB pot cell count 2 µM
65	CCOC(=O)c1nc(N)c(=O)n(-c2ccc(C)cc2)n1	-7	nt	nt	77
64	CCOC(=O)c1cccc(NS(=O)(=O)c2ccc(NC(C)=O)cc2)c1	1	-6%	-24%	109
61	O=C(NCC1COc2ccccc2O1)c1ccc(Cl)cc1 (stereo not given)	-2	-18%	20%	113
62	CCn1cc(C(=O)N[C@H](C)c2ccccc2)c(=O)c2cc(F)c(N3CCN(C)CC3)cc21	4	-2%	-57%	138
63	CSc1nncc(/C(C)=N\Nc2ccccc2C)n1	-5	-18%	28%	144

This is a subset, so the mix of outcomes need not match the whole.
